Screening data as filed in PubChem.
TRHR PAM – TRH receptor (human) allosteric enhancement; P34981; TRHR cells, fluo-8 calcium fluorescence, EC20 TRH enhancement; enhancement, % at 2 µM; 360,000 tested, 0.66% active; AID 493056; in the data active means enhancement above about 30%; further: 0% is about no effect
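Enhancer read-out: after compound pinning and an initial kinetic agonist-mode read, an EC20 of TRH (10 nM final) was injected and fluo-8 calcium signal (Ex 480/Em 530) followed at 1 s/cycle for 100 cycles in TRHR-expressing cells.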
USP1-UAF1 inh – USP1/UAF1 (human) deubiquitinase inhibition; recombinant USP1/UAF1, Ub-Rhodamine cleavage fluorescence; Potency, µM (doses to about 57.1 µM), for the others: at the highest dose activity change, negative = inhibition, usual class: inhibitors; 390,000 tested, 0.23% active; AID 743255; further: potency means the concentration at half of the fitted maximal effect; on the % scale 0 is the no-effect control and ±100 the full control effect; nearly all actives have a fitted effect of over 60% in size; inactives centre near -12
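Step one: compound is pinned into 1nM USP1/UAF1 in HEPES pH 7.8 buffer with TCEP. Step two: 15 min room-temperature incubation. Step three: Ub-Rho (150nM final) starts cleavage, tracked by fluorescence over six one-minute reads.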
D2 ag – activates the human D2 dopamine receptor; 340,000 tested, 0.53% active; P14416; activation, % at 2 µM; HEK293 T-REx D2 cells, calcium flux agonist mode; AID 485358;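 active means activation over 3 SD above normal in the single-dose calcium agonist read, cut at about 30% in these data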; further: 0% is about no effect
Target sequence (P14416 whole entry, looked up): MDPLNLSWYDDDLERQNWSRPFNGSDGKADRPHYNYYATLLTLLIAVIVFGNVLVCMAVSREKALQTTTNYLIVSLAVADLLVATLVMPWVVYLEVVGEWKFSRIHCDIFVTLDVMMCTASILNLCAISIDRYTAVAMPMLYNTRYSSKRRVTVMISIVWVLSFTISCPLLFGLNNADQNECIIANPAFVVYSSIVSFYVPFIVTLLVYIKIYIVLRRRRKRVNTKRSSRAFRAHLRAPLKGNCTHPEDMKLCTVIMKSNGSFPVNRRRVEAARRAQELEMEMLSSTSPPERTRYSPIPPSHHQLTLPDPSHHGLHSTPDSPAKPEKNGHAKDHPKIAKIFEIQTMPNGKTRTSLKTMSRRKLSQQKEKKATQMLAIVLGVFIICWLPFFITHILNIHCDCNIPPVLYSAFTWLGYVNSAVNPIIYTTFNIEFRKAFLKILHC
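Tetracycline-induced HEK293 Trex cells with D2 receptor force-coupled to calcium signaling, plated overnight at 30 C and loaded with no-wash calcium dye. Calcium flux read kinetically for 180 s after compound addition; responses flag agonists.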
IDH1 R132H inh – inhibitors of human mutant IDH1 R132H; 390,000 tested, 0.093% active; AID 602179; Potency, µM (series often up to 76.6 µM), for inactives: top-dose activity change, negative = inhibition, most hits filed as inhibitors; IDH1-R132H enzyme, NADPH consumption, diaphorase/resazurin fluorescence; O75874; further: potency means the concentration at half of the fitted maximal effect; on the % scale 0 is the no-effect control and ±100 the full control effect; nearly all actives have a fitted effect of over 65% in size
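IDH1-R132H (0.5 ug/mL) preincubated 30 min with compound, then NADPH (0.016 mM) and alpha-KG (2 mM) added; 80 min at RT, pH 7.5. Remaining NADPH coupled via diaphorase/resazurin to fluorescence (540/590 nm); concentration-response curves normalized to no-enzyme control.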
rTrxR1 inhibitor – rat TrxR1 inhibition; Potency, µM (series often up to 114 µM), inactives show top-dose activity change, negative = inhibition, actives largely listed as inhibitors; 390,000 tested, 1% active; AID 588453; recombinant rTrxR1, NADPH fluorescence consumption, selenite substrate; further: potency means the concentration at half of the fitted maximal effect; on the % scale 0 is the no-effect control and ±100 the full control effect; nearly all actives have a fitted effect of over 65% in size
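Rat TrxR1 (90 nM in the dispensed reagent) was pre-reduced with 400 uM NADPH for 5 min at room temperature, then incubated with compound for 15 min. After 400 uM selenite was added, NADPH fluorescence (Ex 340/Em 450 nm) was followed for 8 min.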
TrxR1 substrate – is turned over as a substrate by rat TrxR1. purified TrxR1 substrate turnover, NADPH consumption readout. AID 588456. Potency, µM (top dose mostly 114 µM), for inactives: at the top dose activity change, negative = substrate turnover. 390,000 tested, 0.01% active; further: potency means the concentration at half of the fitted maximal effect; on the % scale 0 is the no-effect control and ±100 the full control effect; nearly all actives have a fitted effect of over 50% in size
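Rat TrxR1, dispensed at 90 nM, was prereduced with 400 uM NADPH (final) for 5 min at ~22 deg C, then incubated with compound 15 min before 400 uM selenite. A first-read NADPH fluorescence drop versus no-compound background flagged substrates.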
D2 antagonist – antagonists of human D2 dopamine receptor | P14416 | HEK293 TREx D2 cells, calcium flux, dopamine EC80 | inhibition, % at 10 µM | 340,000 tested, 2% active | AID 485344; in the data active means inhibition above about 30%; further: 0% is about no effect
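Calcium mobilization kinetics were recorded at 1 s intervals in tetracycline-induced HEK293 T-REx D2 cells, first for 180 s after compound addition and then 180 s after EC80 dopamine.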
PI4K2A inh – inhibitors of human PI4K2A; Q9BTU6; purified PI4K2A, ADP-Glo luminescence, 1 h; hits give low values; activity change, negative = inhibition, % at 76.9 µM; 420,000 tested, 0.13% active; in the data active means activity change below about -50%; inconclusive means mostly about -30% to -49%;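 further: -100% = wells without enzyme as full effect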
Target sequence (Q9BTU6 whole entry, looked up): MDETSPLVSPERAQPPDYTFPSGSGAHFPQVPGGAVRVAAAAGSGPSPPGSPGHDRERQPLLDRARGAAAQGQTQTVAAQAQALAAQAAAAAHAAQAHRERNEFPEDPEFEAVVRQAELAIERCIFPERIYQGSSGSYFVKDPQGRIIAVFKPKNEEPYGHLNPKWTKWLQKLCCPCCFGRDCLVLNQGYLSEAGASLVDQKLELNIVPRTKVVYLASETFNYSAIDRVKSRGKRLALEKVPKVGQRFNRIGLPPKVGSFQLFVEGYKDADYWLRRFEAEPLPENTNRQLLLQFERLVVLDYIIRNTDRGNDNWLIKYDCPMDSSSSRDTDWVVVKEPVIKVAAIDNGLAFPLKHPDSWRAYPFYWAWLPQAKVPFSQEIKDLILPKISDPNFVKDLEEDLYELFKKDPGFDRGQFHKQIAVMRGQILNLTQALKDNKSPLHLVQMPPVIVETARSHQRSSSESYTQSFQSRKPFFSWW
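Compounds are screened against recombinant PI4K2A using PI as substrate and ATP, the latter dispensed at 300 microM. Reactions run one hour at ambient temperature before ADP-Glo detection; full inhibition defined by wells lacking enzyme.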
TRHR ag – agonists of human TRH receptor; AID 493084; activation, % at 2 µM; TRHR cells, calcium flux fluo-8, FDSS agonist mode; 360,000 tested, 0.18% active; in the data active means activation above about 30%; further: 0% is about no effect
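TRHR-expressing cells loaded with fluo-8 calcium dye; 23 nL library compound pin-transferred, kinetic FDSS fluorescence (Ex 480/Em 530) recorded about 180 s for agonist-induced calcium release, before a 10 nM TRH EC20 addition for potentiator mode.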
Active calls of the source: *; ? = inconclusive; · = no result given; [ ] = another dose, or the depositor's remark. Unless noted, the call rests on the fitted dose curve; in most records, active means well fitted inhibition curve with a large enough effect; inconclusive means small, poorly fitted or top-dose-only effect; inactive means no such curve, though single readings can be large or run the other way. Compounds as they come. About 3.9% of those tested had a hit in this group.

SMILES	TRHR PAM	USP1-UAF1 inh	D2 ag	IDH1 R132H inh	rTrxR1 inhibitor	TrxR1 substrate	D2 antagonist	PI4K2A inh	TRHR ag
CC(=O)c1ccc(NC(=O)C(=O)c2cn(CC(=O)N3CCCCC3)c3ccccc23)cc1	-4	-4%	0.9	2%	-7%	-11%	0	0	0.9
O=C(c1ccc2ncsc2c1)N1CCCC(C(F)(F)F)C1 (configuration not stated)	6	-14%	-1.5	0%	21%	3%	-5	6	0.1
CCOC(=O)N1CCN(c2cc(=O)n(C3CCCCC3)c(=O)[nH]2)CC1	-4	-4%	0.3	3%	?	2%	-9	10	0.4
CN(Cc1ccc(Cl)s1)C(=O)CN1C(=O)N(C)C2(CCCCC2)C1=O	-2	-6%	0.5	0%	-10%	-3%	-15	-3	2.7
OC(CNCC1CCCO1)Cn1c2ccc(Br)cc2c2cc(Br)ccc21 (configuration not stated)	18	-11%	1.3	7%	-16%	-5%	15	-3	1.9
Cc1cc(=O)oc2c3c(cc(OCC(=O)NCC(=O)N[C@H](C(=O)O)C(C)C)c12)OC(C)(C)CC3	-8	-18%	-0.2	9%	-17%	605%[activator]	30*	-1	-0.2
O=C1CCCC(=O)N1c1ccc(Oc2ccc(Cl)cc2)cc1	-5	-22%	-0.6	1%	11%	3%	-6	-4	0.6
CCOC(=O)N1CCN(S(=O)(=O)c2ccc(C(=O)Nc3sc4c(c3C(N)=O)CCN(CC)C4)cc2)CC1	10	-5%	7.8	-8%	0%	-9%	-11	3	2.8
Cn1c(=O)c2c(ncn2CC(=O)OCC(=O)NCc2ccccc2Cl)n(C)c1=O	8	-8%	1.6	-3%	13%	5%	-5	-1	0.1
COc1cc(C2c3c(-c4c(C)cc(C)cc4O)n[nH]c3C(=O)N2CCO)cc(OC)c1OC (configuration not stated)	-2	-14%	·	·	-10%	-4%	·	2	1.0
Cc1ccc(C(=O)OCC(=O)NCC2CCCO2)c(C)c1 (configuration not stated)	-1	-11%	-0.2	0%	-16%	-7%	-12	-4	-0.2
CCOc1cccc(NC(=O)CSc2sc3c(O)cc(=O)[nH]c3c2C#N)c1	-4	-7%	-0.2	6%	-6%	-12%	4	1	0.0
CC1CCCCC1NS(=O)(=O)c1ccc2c(c1)CCC(=O)N2 (configuration not stated)	3	-18%	0.6	-11%	19%	6%	-5	8	0.2
O=C(Oc1cccc2c(=O)[nH]ccc12)c1ccccc1	-6	-16%	1.3	2%	2%[57.1 µM]	5%[57.1 µM]	-6	-5	0.5
Cc1cccc(CSc2ncc(Cl)c(C(=O)Nc3nnc(C)s3)n2)c1	5	-6%	-0.5	-26%	-10%	-10%	·	0	0.1

Next part, starting with the last 3 of the part before.
SMILES	TRHR PAM	USP1-UAF1 inh	D2 ag	IDH1 R132H inh	rTrxR1 inhibitor	TrxR1 substrate	D2 antagonist	PI4K2A inh	TRHR ag
CC1CCCCC1NS(=O)(=O)c1ccc2c(c1)CCC(=O)N2 (configuration not stated)	3	-18%	0.6	-11%	19%	6%	-5	8	0.2
O=C(Oc1cccc2c(=O)[nH]ccc12)c1ccccc1	-6	-16%	1.3	2%	2%[57.1 µM]	5%[57.1 µM]	-6	-5	0.5
Cc1cccc(CSc2ncc(Cl)c(C(=O)Nc3nnc(C)s3)n2)c1	5	-6%	-0.5	-26%	-10%	-10%	·	0	0.1
COc1ccc([N+](=O)[O-])cc1NC(=O)C(C)Sc1nc(C)c(C)c(C)n1 (configuration not stated)	-2	-15%	1.0	2%	5%	-6%	7	6	-0.5
Clc1ccc(-c2ccnc(Oc3ccc4ccccc4c3)n2)cc1	1	9%	-1.0	-3%	-9%[57.1 µM]	-2%	5	8	0.0
COc1cccc(C(=O)N2CCN(C3CCC(c4ccccc4)CC3)CC2)c1OC (configuration not stated)	-3	-22%	-1.5	1%	14%[57.1 µM]	9%[57.1 µM]	-4	23	-0.8
Cc1ccc(S(=O)(=O)N(C)C)cc1NC(=O)c1ccccc1Br	-1	-9%	0.1	6%	29%[57.1 µM]	-6%[57.1 µM]	1	3	-0.4
CCc1nccn1CCC(=O)N1CCCC(N2CCN(c3ccccc3F)CC2)C1 (configuration not stated)	-6	-17%	21	-1%	8%	5%	3	4	0.8
O=Cc1c(N2CCSCC2)nc2ccccn2c1=O	-1	6%	0.4	-1%	-4%[57.1 µM]	-16%[57.1 µM]	-1	5	0.4
CN(C(=O)CSC1=NC2C(N=N1)c1cc(Br)ccc1N2C)C1CCCCC1 (configuration not stated)	3	-23%	0.0	3%	20%	7%	1	9	-0.1
CCOc1cc(C#N)c(NC(=O)Cn2nnc(-c3ccc(C)cc3)n2)cc1OCC	-2	-21%	-0.3	0%	10%	11%[11.4 µM]	·	-2	1.1
COc1ccc(NC(=O)Nc2nccs2)cc1	6	-13%	-0.2	4%	13%	3%	8	-4	0.0
Cc1nn(CCc2nn[nH]n2)c2nc(C(F)(F)F)cc(C(F)(F)F)c12	-15	-7%	0.4	-2%	-36%	199%[activator]	18	-23	2.9
COc1ccc(O)c(C(=O)c2cnn(S(=O)(=O)c3ccc(C)cc3)c2)c1	6	-12%	0.4	-8%	?	2%	0	-4	1.8
O=C(Nc1ccccc1)c1nc[nH]c1C(=O)NCCCNC(=O)c1[nH]cnc1C(=O)Nc1ccccc1	·	-12%	·	0%	12%[57.1 µM]	8%[57.1 µM]	·	3	·
C/C(=N\NC(N)=O)c1ccccc1	1	-6%	0.9	-3%	13%[57.1 µM]	8%[57.1 µM]	4	-1	-0.3
CCCCCN(C(=O)CCC(=O)OCc1cccc(Cl)c1)c1c(N)n(CCCC)c(=O)[nH]c1=O	-3	-7%	-0.8	4%	11%	-7%	-3	0	0.0
CCCCn1nc(NC(=O)COC)c2cc3ccc(C)cc3nc21	1	-2%	-0.5	11%	4%	5%	18	-1	-0.4
COc1cccc(CNC(=O)CCS(=O)(=O)c2ccc3c(c2)NC(=O)C(C)S3)c1 (configuration not stated)	-1	-16%	-0.2	-8%	18%	-1%	-8	-2	0.1
COc1ccc(OC)c2[nH]c(=O)c(CCNC(=O)C(C)(C)C)cc12	0	?	-0.2	16%	5%	7%	-1	-2	0.0
CNC(=O)/C(C#N)=C/c1ccc(OCCOc2ccccc2)cc1	1	-18%	-1.1	-5%	10%	0%	13	-3	-0.6
O=C(CCn1cnc2onc(-c3ccc(F)cc3)c2c1=O)N1CCN(c2ccccc2F)CC1	2	-10%	-0.5	-13%	18%	-5%	·	0	0.3
CCN1CCN(c2ccc(S(=O)(=O)N3CCOCC3)cc2NC(=O)/C=C/c2ccc([N+](=O)[O-])cc2)CC1	3	2%	0.0	-3%	-10%	-11%	20	0	1.2
C=CCSc1ncccc1C(=O)NCCc1ccccc1	0	-12%	0.6	9%	15%	9%	-27	-1	-0.4
COc1ccccc1N(C)S(=O)(=O)c1ccc(C(=O)Nc2ccc(C(N)=O)cc2)cc1	·	-8%	·	-5%	11%	4%	·	-1	·
O=C(CSc1n[nH]c(-c2cccs2)n1)N1CCN(S(=O)(=O)c2ccc3ccccc3c2)CC1	3	-21%	-0.1	8%	20%[57.1 µM]	-23%[57.1 µM]	8	2	-0.8
NS(=O)(=O)c1cc2c(cc1Cl)NC(C1C[C@H]3C=C[C@@H]1C3)NS2(=O)=O (some centres not stated)	-6	-10%	-1.3	-4%	7%	-7%	13	7	0.5
COC(=O)C[C@H](NC(=O)Cn1cnc2c(SC)nc(N)nc21)C(=O)OC	·	-9%	·	-6%	-6%	1%	·	-1	·
O=C(Nc1nnc(-c2ccccc2Cl)o1)c1nc2ccccc2s1	-10	-9%	39*	-5%	19%	-4%	8	-14	19
Cc1cc2c(cn1)C(CCC#N)(CCC#N)c1ccccc1-2	1	-4%	0.7	-5%	7%	0%	0	8	0.8
CCOc1ccc(NC(=O)CSc2n[nH]c(N)n2)c([N+](=O)[O-])c1	-3	-11%	-0.3	12%	3%[57.1 µM]	-4%	-3	2	-0.2
O=C(/C=C/c1ccc2ccccc2n1)N1CCN(S(=O)(=O)c2ccc(F)cc2)CC1	-7	-24%	-2.2	4%	20%	6%	10	2	-1.3
Cc1ccc(SCC(=O)Nc2cccc(C)c2)cc1	-3	1%	-0.1	2%	13%	-5%	-6	0	-3.2
CCCOC1CCCN(C(=O)c2cc(COc3ccc(F)c(F)c3)on2)C1 (configuration not stated)	1	-4%	0.0	4%	-3%	-10%	-1	2	0.9
Cc1cc(-c2ccc(C)c(S(=O)(=O)N3CCC(C)CC3)c2)on1	-1	?	0.2	-1%	14%[57.1 µM]	-4%[57.1 µM]	·	0	-0.5
O=C(NOCc1cscn1)Nc1ccccc1	·	4%	·	-1%	-10%[11.4 µM]	8%[57.1 µM]	·	2	·
COc1cccc(CNc2ccc([N+](=O)[O-])cc2C)c1	-10	-4%	-1.1	7%	0%[57.1 µM]	-8%[57.1 µM]	-7	0	-0.2
O=C(CN1CCC(C(=O)c2ccc3c(c2)OCCO3)CC1)NCc1ccccc1	6	-22%	-0.1	0%	5%	1%	6	6	0.0
COc1ccccc1C(=O)OCc1ccc2sc(C)nc2c1	-4	-5%	·	-3%	11%	-1%	·	-6	-0.5
CCOc1ccc(S(=O)(=O)N2CCCCC2)cc1NC(=O)C1COc2ccccc2O1 (configuration not stated)	-5	-18%	0.8	1%	17%	5%	7	0	0.9
CC(=O)c1ccc2c(c1)OCCOCCOCCO2	2	-15%	0.3	0%	-2%	-1%	0	-4	-0.1
N#Cc1c(N)n[nH]c1-c1cc2c([nH]1)CCCC2	3	-5%	0.0	8%	5%	-5%	5	4	-1.0
Cc1cc(C(=O)COC(=O)C2=NN(c3ccccc3)C(=O)CC2)c(C)n1CC(F)(F)F	-5	-17%	-0.3	0%	-2%	-3%	1	9	0.2
